# Cneo AK release = Cryptococcus neoformans lysis via adenylate kinase release; C. neoformans lysis, adenylate kinase release luminescence, 4 h; normalised: neutral wells 0, clomiphene wells 100; lysis activity, % at 15 µM; 360,000 tested, 0.2% active; AID 651654;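 active means mean lysis activity across replicates of at least 80%, whatever share of replicates individually reach that level; inactive means mean lysis activity below 80%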
#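 Assay system: C. neoformans cells. Amount: yeast cell density of 5 × 10^6 cells/mL. Technique: AK luminescence. Buffer or medium: YPD. Times: static 4 h at 37 °C with compound, 1 h detection. Dosing: single-point compound dose. Read-out: lysis from increased AK signal.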
# miR-122 sensor = inhibitors of miR-122 in Huh7 cells | activation (reporter increase), % at 12.5 µM | AID 602342 | 340,000 tested, 0.3% active | Huh7 miR-122 Renilla luciferase sensor, 48 h; neutral wells = 0, positive control = 100;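 active means mean replicate activation score at least 90 and every replicate individually at or above 90; inconclusive means only one of the two criteria met; inactive means neither criterion met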;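 further: higher luciferase means less miR-122 activity so hits act as miR-122 inhibitors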
# C2C12 statin = protects C2C12 myotubes from simvastatin toxicity | ATP luminescence, 48 h; scaled: DMSO 0, geranylgeraniol control 100 | rescue of ATP level, % at 7.49 µM | 330,000 tested, 0.78% active;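 active means mean ATP rescue above about 67%, or every replicate alone reaching that limit, limit read from the data, passing the limit was not always enough; inconclusive means no clear call, values can overlap the other calls; inactive means mean under the limit and some replicate under it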;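 further: myotubes were challenged with 10 µM simvastatin during compound exposure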
# SIRT5 block = sirtuin-5 (human) deacylase inhibition; Q9NXA8; 330,000 tested, 1.1% active; Purified SirT5, succinyl-peptide AMC, trypsin-coupled fluorescence; inhibition, % at 15 µM; in the data active means inhibition above about 15%; inconclusive means no clear call, values can overlap the other calls
# Target sequence (Q9NXA8 whole entry, looked up): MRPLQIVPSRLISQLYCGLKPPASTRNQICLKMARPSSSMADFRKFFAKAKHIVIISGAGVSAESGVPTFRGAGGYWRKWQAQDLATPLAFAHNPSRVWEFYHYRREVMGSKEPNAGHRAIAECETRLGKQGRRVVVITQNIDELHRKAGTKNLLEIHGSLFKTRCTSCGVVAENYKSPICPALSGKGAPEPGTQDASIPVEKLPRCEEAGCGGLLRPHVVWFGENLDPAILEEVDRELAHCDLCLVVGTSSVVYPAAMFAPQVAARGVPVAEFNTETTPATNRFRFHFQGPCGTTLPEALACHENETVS
# ARNT-TACC3 inh = disruptors of human ARNT/TACC3 interaction; Q9Y6A5; AlphaScreen His-ARNT PAS-B/GST-TACC3 binding, luminescence; TACC3 fragment carries E629A point mutation; inhibition, % at 9.99 µM; 390,000 tested, 0.66% active; AID 623870;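 active means mean inhibition of replicates at least 50% and at least half of replicates each reaching 50%; inconclusive means half or more replicates reach 50% but mean below 50%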;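 further: 0% = complete ARNT plus TACC3 wells and 100% = ARNT alone without TACC3; many hits fall short of the cut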
# ERp5 inh = inhibitors of human ERp5 | Q15084 | ERp5 insulin aggregation, absorbance 650 nm, 90 min | inhibition, % at 9.99 µM | 350,000 tested, 0.05% active | AID 651711;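 active means mean replicate inhibition above about 25%, with every replicate also reaching it, limit read from the data, passing the limit was not always enough; inconclusive means only one of those two criteria met; inactive means neither criterion met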
# Target sequence (Q15084 whole entry, looked up): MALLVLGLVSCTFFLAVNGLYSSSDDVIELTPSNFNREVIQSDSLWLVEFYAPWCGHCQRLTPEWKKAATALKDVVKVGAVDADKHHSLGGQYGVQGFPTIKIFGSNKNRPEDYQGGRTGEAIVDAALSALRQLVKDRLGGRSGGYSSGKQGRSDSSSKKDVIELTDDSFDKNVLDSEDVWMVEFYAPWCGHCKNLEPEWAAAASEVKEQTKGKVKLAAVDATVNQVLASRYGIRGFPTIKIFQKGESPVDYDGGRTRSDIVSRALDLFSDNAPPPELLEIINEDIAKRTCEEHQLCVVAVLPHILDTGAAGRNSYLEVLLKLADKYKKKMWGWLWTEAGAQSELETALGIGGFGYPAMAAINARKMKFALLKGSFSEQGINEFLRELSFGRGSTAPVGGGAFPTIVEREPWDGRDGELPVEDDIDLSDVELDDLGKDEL
# esBAF inh = inhibitors of esBAF chromatin remodeling in mouse ES cells. Bmi1-luciferase knock-in reporter, 24 h; 100% = twice the neutral-well signal. reporter increase, % at 12.5 µM. 350,000 tested, 2% active; in the data active means activation above about 40%; inconclusive means no clear call, values can overlap the other calls;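 further: 0% = median of the plate's neutral control wells and 100% = double that signal; a rise in the Bmi1 reporter signal indicates esBAF inhibition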
# Numbers without * were called inactive; u = inconclusive; x = not tested or not shown; & = joins results of further samples; [ ] = remark or other dose. The list is partial (hit frequency here may not be typical).
SMILES,Cneo AK release,miR-122 sensor,C2C12 statin,SIRT5 block,ARNT-TACC3 inh,ERp5 inh,esBAF inh
C=CCC1(CN2CCCC2=O)C(=O)NC(=O)NC1=O,0,x,14,-8,-7,-6,1
O=C(Cc1cccs1)N1CCC2(CC1)OCCO2,-3,1,-8,x,-3,x,1
Cc1cc(Cl)ccc1OCCCC(=O)NCc1cccs1,2,4,x,x,2,x,x
COC(=O)[C@H]1[C@H](CO)[C@H]2Cn3c(ccc(-c4cccc(OC)c4)c3=O)[C@@H]1N2C(=O)c1cnccn1,0,3[16.7 µM],-12,3,3,2,3
OCC[n+]1c2ccccc2nc2ccc(N3CCOCC3)cc21,0,-14,x,-3,x,-6,x
COC(=O)C1=C(c2ccc(C(C)=O)cc2)C[C@@H]2CC[C@H]1N2C(=O)NCc1ccco1,1,5,-2,x,-5,3,-6
COc1cc(-n2c(=S)[nH]c3ccc(C)cc3c2=O)c(Cl)cc1Cl,x,26,x,-2,x,1,x
Cc1cc(C)nc(NC2=NCCS2)n1,7,-13,-12,x,-3,x,-13
Cc1nc(CCl)cc(=O)[nH]1,x,-5,15,-2,2,-17,-6
O=c1c2ccccc2nc(/C=C/c2ccc(F)cc2)n1-c1ccccc1O,-6,0,-11,0,4,-1,19
COC(=O)C12OCC34C(CC5C(C)=C(O)C(=O)CC5(C)C3C(O)C1O)OC(=O)C(OC(=O)/C=C(\C)C(C)C)C24 (stereo not given),x,-7,x,x,-1,6,x
CC(=O)CC(C)(C)n1c[n+](C)nn1,x,-6,-1,x,0,x,3
CC1OC(OC2C(O)CC(OC3C(O)CC(OC4CCC5(C)C(CCC6C5CCC5(C)C(C7=CC(=O)OC7)C(O)CC65O)C4)OC3C)OC2C)CC(O)C1O (stereo not given),x,31,-2,-1,4,-5,2
c1ccc2c(c1)Nc1ccccc1S2,0,1,2,x,8,x,-1
Cc1ccc(C(=O)C2(C)N(O)C(C)C(c3cccs3)=[N+]2[O-])cc1 (stereo not given),x,0,2,-3,-6,2,-4
Clc1ccc2c(c1)C(c1ccccc1Cl)=NCc1nnc(N3CCN(CCOc4ccccc4)CC3)n1-2,1,-10,x,x,0,x,x
CN(C)C1CCc2[nH]c3c(F)cc(F)cc3c2C1 (stereo not given),-3,7,-1,-3,x,3,-6
O=C(N/N=C/c1c(O)n(-c2cccc3ccccc23)c(=O)[nH]c1=O)c1ccncc1,8,-1,x,-1,68*,0,x
O=C1/C(=C/c2cc([N+](=O)[O-])ccc2Cl)N2CCC1CC2,1,-2,-3,x,12,x,-3
CN(C)C(=O)O/N=C(\N)COc1ccc(C(C)(C)C)cc1,x,x,19,-2,-2,4,4

# An excerpt from above with just ARNT-TACC3 inh and miR-122 sensor.
Structure	ARNT-TACC3 inh	miR-122 sensor
O=C(Cc1cccs1)N1CCC2(CC1)OCCO2	-3	1
O=C(N/N=C/c1c(O)n(-c2cccc3ccccc23)c(=O)[nH]c1=O)c1ccncc1	68*	-1
C=CCC1(CN2CCCC2=O)C(=O)NC(=O)NC1=O	-7	x
COc1cc(-n2c(=S)[nH]c3ccc(C)cc3c2=O)c(Cl)cc1Cl	x	26

# Following part.
SMILES,Cneo AK release,miR-122 sensor,C2C12 statin,SIRT5 block,ARNT-TACC3 inh,ERp5 inh,esBAF inh
C1CCC2CCCCC2C1 (stereo not given),3,-3,1,x,x,4,-5
C=CCn1c(O)c(C(CC)=NCc2cc(OC)cc(OC)c2)c(=O)[nH]c1=O,4,-1,-9,x,-14,x,-11
COc1ccc(-c2ccc3c(c2)CN(C(=S)NCCc2ccccc2)Cc2cnnn2-3)cc1,0,119*,-9,-4,x,9,5
CN1CCN(C(=O)O[C@H]2c3nccnc3C(=O)N2c2ccc(Cl)cn2)CC1,2,-5,4,-1,-33,0,0
O=c1[nH]c(=O)n(Cc2ccco2)c(O)c1C=NCCN1CCOCC1,-7,x,6,0,-1,-1,1
Cc1cc(O)c2c3c(c(=O)oc2c1)CCC(C)C3 (stereo not given),3,11,-9,x,-6,2,1
CCCn1ncc(C(=O)O)c1C,0,-7,1,x,-2,x,-4
COc1ccc(CCNCc2ccncc2)cc1OC,0,0,1,0,0,1,-3
COc1ccc(-n2c(/C=C/c3ccc4c(c3)OCO4)nc3ccccc3c2=O)cc1,x,x,x,32*,-2,0,x
CC(C)Oc1ccc(C2C(C#N)=C(N)Oc3c2c(=O)oc2ccccc32)cc1 (stereo not given),2,-1,6,x,-5,x,-4
COc1ccc(C(=O)C2CCCN(CC3CCCCC3)C2)cc1OC (stereo not given),1,3,2,-2,15,4,-9
O=C(Nc1cccc(Br)c1)c1c(O)c2c(n(Cc3ccccc3)c1=O)CCCC2,3,10,x,0,x,-3,x
COc1ccc(N2C(=O)/C(=C/c3ccc(OC)c(OC)c3)C(=O)NC2=S)cc1,2,x,-2,5,11,5,2
C/C(=N\N=C(N)N)c1ccccc1,-1,-1,x,-2,3,1,x
COc1ccc(CC2C(=O)NC(=O)N(c3ccccc3)C2=O)c(OC)c1 (stereo not given),0,-8,16,-1,0,-2,-7
C[C@]12CC[C@H](O)C[C@@H]1CC[C@H]1[C@H]3CCC(=O)[C@@]3(C)CC[C@@H]12,-2,-1,0,x,x,2,2
CCC(=NCCN1CCOCC1)c1c(O)n(C2CCCCC2)c(=O)[nH]c1=O,x,x,x,0,0,2,x
COc1ccc(CN2Cc3cc(-c4ccc(OC)cc4)ccc3-n3nncc3C2)cc1,-2,-6,11,-6,x,10,23
Cc1ccc(C2C(=O)NC(=O)NC2=O)cc1,-6,3,4,-8,-2,-1,3
O=C(O)[C@H]1[C@H](CO)[C@H]2Cn3c(ccc(-c4ccccc4F)c3=O)[C@@H]1N2C(=O)Nc1ccccc1,-3,x,-19,-15,5,-3,-4
O=C(Cc1ccccc1)N1CCCCN2[C@H](CO)[C@@H](c3ccc(C#CC4(O)CCCC4)cc3)[C@H]2C1,1,0[16.7 µM],x,x,-7,x,x
NC1CCc2cc(O)c(O)cc2C1 (stereo not given),-2,-18,15,-4,-5,-1,-7
CCOC(=O)c1c(C)c(C(=O)N2CCC3(CC2)OCCO3)c(C)n1CC,x,-2,32,x,-1,x,-7
CNCC(=O)c1ccc(O)c(O)c1,0,0,16,-1,x,5,0
CN(C(=O)c1ccc(Cl)nc1)C1(c2ccccc2Cl)CCCCC1=O (stereo not given),x,-7,x,-4,9,14,x
C/C=C1/CC(C)C(C)(O)C(=O)OCC2CCN3CCC(OC1=O)C23 (stereo not given),x,x,x,-3,-7,-1,x
CN(C)CC1Oc2ccccc2OC1(O)c1ccccc1 (stereo not given),1,-26,-31,-4,0,7,3
CCCCn1c(N)c(C(=O)NCc2cccs2)c2nc3ccccc3nc21,1,16,1,x,7,x,1
C=C1C(=O)O[C@@H]2C[C@@H](C)[C@@H]3C=CC(=O)[C@@]3(C)[C@@H](OC(=O)CC(=O)O[C@H]3[C@@H]4C(=C)C(=O)O[C@@H]4C[C@@H](C)[C@@H]4C=CC(=O)[C@]43C)[C@H]12,-1,x,-367,-1,1,4,-87
COCCOC(=O)c1c(N)n(Cc2ccccc2)c2nc3ccccc3nc12,-2,1,22,x,-9,x,-11
CCC(=NCCC1=CCCCC1)c1c(O)[nH]c(=O)[nH]c1=O,-9,-5,14,x,-10,x,-7
CCCCCCn1c(O)c(C=Nc2c(C)n(C)n(-c3ccccc3)c2=O)c(=O)[nH]c1=O,-2,2,-17,x,-1,x,-4
CN1CCN(Cc2ccccc2C(F)(F)F)CC1,1,3,-8,x,1,x,-1
Cc1cc(C(=O)OCC(=O)Nc2ccc(F)cc2)c(C)n1C1CC1,2,-2,-9,-1,1,1,4
Cc1cc(S(=O)(=O)NCc2ccccc2)ccc1OCC(=O)N1CCN(C)CC1,0,14,10,-3,-2,5,-1
O=C(CCC(=O)N1CC2C[C@@H](C1)Cn1c2cccc1=O)NCCc1ccccc1F,2,1,4,1,x,0,1
c1cnc2c(c1)ccc1ncccc12,-4,x,x,-4,-5&-13,-3,1
Cc1ccc(N=Nc2c(O)[nH]c(=O)[nH]c2=O)c([N+](=O)[O-])c1,1,9,11,x,6,x,1
CC1CCCCC1NC(=O)CNC(=S)N1CC2CC(C1)c1cccc(=O)n1C2 (stereo not given),0,1,-9,-9,-7,6,-8
CN(C)C(=O)[C@H]1[C@H](CO)[C@H]2Cn3c(cccc3=O)[C@@H]1N2CC1CC1,0,0[16.7 µM],-5,-2,10,-2,-5

# Gathered by group, those above with a furan ring, fused or not (two)
SMILES,Cneo AK release,miR-122 sensor,C2C12 statin,SIRT5 block,ARNT-TACC3 inh,ERp5 inh,esBAF inh
COC(=O)C1=C(c2ccc(C(C)=O)cc2)C[C@@H]2CC[C@H]1N2C(=O)NCc1ccco1,1,5,-2,x,-5,3,-6
O=c1[nH]c(=O)n(Cc2ccco2)c(O)c1C=NCCN1CCOCC1,-7,x,6,0,-1,-1,1

# Further structures follow.
SMILES,Cneo AK release,miR-122 sensor,C2C12 statin,SIRT5 block,ARNT-TACC3 inh,ERp5 inh,esBAF inh
CC1(O)C[C@]2(C)N(O)C3CCCC[C@@H]3N2O1 (stereo not given in full),1,-7,3,x,-6,x,-2
COC(=O)c1c(C)n(Cc2ccc3c(c2)OCO3)c2ccc(O)cc12,-1,-8,21,x,-1,x,-6
N#CC1=C(N)Oc2c(c(=O)oc3ccccc23)C1c1ccc([N+](=O)[O-])o1 (stereo not given),x,x,x,-1,12,3,x
CN1C(=O)C(Cc2cccs2)C(=O)N(C)C1=O,1,-3,1,9,-24,-3,4
O=C(O)C1Cc2ccccc2N2CCCC12 (stereo not given),-1,x,2,-8,4,2,4
O=C(NCc1cccnc1)Nc1ccc([N+](=O)[O-])cc1,-1,-4,x,-2,-4,-1,x
O=C(O)[C@H]1[C@H](CO)[C@H]2Cn3c(ccc(C4=CCCC4)c3=O)[C@@H]1N2C(=O)Cc1ccccn1,1,-5[16.7 µM],-14,-20,-2,-4,1
O=C(COC(=O)Cc1ccccc1)NNC(=O)c1ccc([N+](=O)[O-])cc1,1,-1,0,4,0,4,-4
Cc1ccc(OC(=O)N(C)C[C@@H]2OCc3cnnn3CCCC(=O)N([C@@H](C)CO)C[C@@H]2C)cc1,-1&-5&6,0,3&-18&-7,-1&-2&-3,0&1,-1&-1&2,5&2&-1
O=C(O)c1cc2ccccc2oc1=O,-1,0,1,-3,-3,u,23
O=[N+]([O-])c1cnc2ccc3ccccc3c2c1,0,1,-4,1,1,2,3
Cc1ccc(NC(=O)c2snnc2C)cc1Cl,3,-10,8,-3,-3,4,5
COc1ccccc1OCC(=O)N1CCCC(N(C)Cc2ccccc2)C1 (stereo not given),0,6,-14,-1,5,-3,-3
Cc1ccc(/C=C2\C(=O)NC(=S)N(c3ccc(F)cc3)C2=O)s1,x,x,x,-2,6,5,x
CC1=CC(=O)OC2CC3OC4C[C@@H](C)C5OC6CC7O[C@]8(C)C/C=C\C9OC%10CC%11OC(CC(C)CO)CC(O)[C@]%11(C)OC%10CC9OC8C[C@]7(C)O[C@]6(C)CCC5OC4C[C@]3(C)OC12 (stereo not given in full),0,3,6,x,-6,2,-4
CC(=O)O[C@H]1CC[C@@]2(C)[C@H](C1)C(=O)C[C@H]1[C@@H]3CC[C@@H]4[C@@H](CN5C[C@@H](C)CC[C@H]5[C@@]4(C)O)[C@@H]3C[C@@H]12,2,-5,0,0,0,5,-6
CC(Cc1ccccc1)N(C)CC1C(=O)C2CCC1C2 (stereo not given),5,x,2,-2,-24,-6,-8
COc1ccc(-n2c(O)c(/C=C3\C=Nc4ccc(Br)cc43)c(=O)[nH]c2=O)c(OC)c1,2,-8,-15,2,0,-4,-3
O=c1cc(C2CCNCC2)[nH][nH]1,1,156*,-16,x,39,x,-4
Cc1cc(CN(C)C)c(OC(=O)N(C)C)cc1C,1,-4,5,x,2,x,-5
C=Cn1c(P(=S)(N2CCOCC2)N2CCOCC2)cc2c1CCCC2,1,-1,-12,x,-3,x,-2
